# NS5 inhibitors: flavivirus cap methylation enzyme inhibition – biochemical, confirmation dose response, primary screen (AID 588689); actives 0.3% (n = 340,000); inhibition, % at 25 µM; hits with a dose series show IC50 in µM; Dengue-2 NS5 methyltransferase capping enzyme assay, biochemical; higher % means a stronger effect; in the data active means a potency from the dose series; inconclusive means inhibition above about 29% without an active follow-up result
# Myeloid diff 2: promotes myeloid progenitor differentiation; ER-HoxA9 myeloid progenitors, lysozyme-GFP differentiation, flow cytometry; calls only at 10 µM; actives 1% (n = 360,000);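 active means normalized GFP-positive differentiation at or above the plate's own cutoff, the solvent-only control mean plus 3 SD; inconclusive means no clear call, values can overlap the other calls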;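 further: cells exposed to compound for four days before flow analysis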
# NS5 inhibitors pilot replicate: recorded beside NS5 inhibitors, whose call it bears; inhibition, %; measured here: pilot screen replicate inhibition
# Myeloid diff 2 GFP+ MAC1+ %: also measured in Myeloid diff 2; calls as there; GFP+ MAC1+ double positive, %; measured here: differentiation confirmed by MAC1 staining
# * hit, by the source's call; i = inactive; ? = inconclusive; nt = not tested or not shown; + = active, no number; & = joins results of further samples. The list is partial (hit frequency here may not be typical).
SMILES,NS5 inhibitors,Myeloid diff 2,Myeloid diff 2 GFP+ MAC1+ %,others
CC[C@@]1(C(=O)OC)N[C@H](CN(C)C(=O)c2ccc(C)cc2)[C@@H]2C(=O)N(Cc3ccccc3)C(=O)[C@@H]21,-6%,i,3.1,NS5 inhibitors pilot replicate=-5.8
COc1ccc(CNC(=O)COC(=O)C(CCSC)NC(=O)c2ccco2)cc1OC (stereo unspecified),0%,i,0.5,
O=C(COC(=O)/C=C/c1cccc(C(F)(F)F)c1)NCc1ccco1,3%,i,0.6,
CC(OC(=O)c1cccc(-n2cnnn2)c1)C(=O)NCc1ccccc1 (stereo unspecified),-2%,i,1.5,
CCOC(=O)c1c(SCCN2CCCCC2)n(-c2ccccc2)c(=S)n(-c2ccccc2)c1=O,-6%,i,1.0,
O=c1c2ccccc2sn1-c1cccc(Cl)c1,-41%,i,0.2,
Cc1ccc(C)c(OCCC(=O)N2CCN(S(=O)(=O)c3ccc([N+](=O)[O-])cc3)CC2)c1,-1%,i,0.1,
CCN(CC)S(=O)(=O)c1ccc(N2CCCCC2)c(NC(=O)C2CSC3(C)CCC(=O)N23)c1 (stereo unspecified),-1%,i,1.4,
CN(C)CCCN(C(=O)COc1ccc(Cl)cc1)c1nc2cc3c(cc2s1)OCCO3,-4%,i,0.4,
CC(NC(=O)c1ccco1)C12CC3CC(CC(C3)C1)C2 (stereo unspecified),2%,i,0.1,

# The final three entries of the part before lead into the next.
SMILES,NS5 inhibitors,Myeloid diff 2,Myeloid diff 2 GFP+ MAC1+ %,others
CCN(CC)S(=O)(=O)c1ccc(N2CCCCC2)c(NC(=O)C2CSC3(C)CCC(=O)N23)c1 (stereo unspecified),-1%,i,1.4,
CN(C)CCCN(C(=O)COc1ccc(Cl)cc1)c1nc2cc3c(cc2s1)OCCO3,-4%,i,0.4,
CC(NC(=O)c1ccco1)C12CC3CC(CC(C3)C1)C2 (stereo unspecified),2%,i,0.1,
Cc1ccc(-c2cc(C(=O)NNC(=O)c3csc(N4CCOCC4)n3)c3ccccc3n2)cc1,-7%,i,1.3,
O=S1(=O)[C@H]2C[C@H](CO)O[C@@]2(CO)CN1Cc1ccc(-c2cccc(Cl)c2)cc1,-3%,i,0.8,NS5 inhibitors pilot replicate=2.8
Cc1ccccc1C(=O)NNC(=O)c1ccc2nc[nH]c2c1,-2%,i,0.9,
COC(=O)c1ccc(C(=O)OC)c(NC(=O)COC(=O)CCOc2ccc(C)cc2)c1,-8%,i,0.4,
COc1ccccc1C(=O)NC(=O)COC(=O)CCOc1ccc(C)cc1,-1%,i,0.7,
COc1cc(OC)cc(C(=O)NC(C(=O)N2CCC2)C(C)C)c1 (stereo unspecified),-6%,i,0.3,
COc1ccc(CNC(=O)COC(=O)c2[nH]c(C)c(C(C)=O)c2C)cc1OC,-1%,i,0.3,
COc1ccc(CC(=O)OCC(=O)c2ccc(F)cc2)cc1,-8%,i,0.5,
C[C@@H]1CN([C@H](C)CO)C(=O)CCCn2nncc2CO[C@H]1CN(C)C(=O)Cc1ccccc1,-1%,i,0.7,
CCn1c(C)cc(C(=O)CSc2nnnn2C2CCCC2)c1C,-7%,i,0.4,
COc1ccccc1S(=O)(=O)N(C)C[C@@H]1OCc2cn(nn2)CCCC(=O)N([C@@H](C)CO)C[C@H]1C,-6%,i,1.2,
Cc1noc(C)c1NC(=O)N(C)C[C@@H]1Oc2ccc(NS(=O)(=O)c3c(C)noc3C)cc2C(=O)N([C@H](C)CO)C[C@H]1C,-11%,i,2.0,
COc1ccc(C(=O)C(=O)c2ccc(OCCO)cc2)cc1,7%,i,1.6,
COc1ccc(CNCCCn2cnc(C(=O)Nc3ccc(C)c(C)c3)n2)cc1,-1%,i,0.2,NS5 inhibitors pilot replicate=-7.3
COc1ccc(Cl)cc1CC=NNC(=O)c1cccc(C)c1O,-5%,i,1.6,
CC(C)N(Cc1ccccc1)C(=O)CN1c2cccc3cccc(c23)S1(=O)=O,4%,i,1.1,
C[C@H](CO)N1C[C@H](C)[C@@H](CN(C)C)Oc2c(NC(=O)Cc3ccccc3)cccc2C1=O,2%,i,1.9,NS5 inhibitors pilot replicate=0.6
COc1ccccc1C1CC(=O)Oc2cc(C)c(Br)c(C)c21 (stereo unspecified),-4%,i,3.7,NS5 inhibitors pilot replicate=-4.8
Cc1cc(C)c(NC(=O)CN(C)C(C)C(=O)N2CCc3ccccc32)c(C)c1 (stereo unspecified),1%,i,0.4,
CCCN(CC(=O)Nc1ccc(F)c(F)c1F)C(=O)c1ccc2c(c1)NC(=O)CS2,3%,i,1.3,
Cn1nc(C(=O)NCc2cccc(F)c2)cc1C(=O)NCc1cccc(F)c1,-3%,i,0.1,
CCCCN(C(=O)CSCC(=O)Nc1ccc(C)cc1)c1c(N)n(CC(C)C)c(=O)[nH]c1=O,-3%,i,0.6,
CC(C)C(=O)N1CCN(c2ccccc2NC(=O)c2ccc(Br)o2)CC1,6%,i,0.4,
Cc1ccc(S(=O)(=O)N(C)C)cc1NC(=O)C1CCCN(C(=O)c2ccc(Cl)cc2)C1 (stereo unspecified),-1%,i,0.4,
C[C@H]1CN(CCc2ccccc2)C(=O)[C@@H]1CC(=O)Nc1ccc(Br)cc1,-6%,i,1.1,
C=CC(COCc1ccccc1)N([C@@H](Cc1ccccc1)C(=O)OC)S(=O)(=O)c1ccccc1Br (stereo partly specified),-7%,i,2.5,
COc1cc(C(=O)OCC(=O)Nc2cccc(S(=O)(=O)N3CCCC3)c2)ccc1OCC(C)C,6%,i,1.4,
c1ccc(CNCc2ccc(CNCc3ccccc3)cc2)cc1,-7%,i,1.8,
O=C(c1ccccc1)N1CCN(C(=O)c2ccccc2)c2ccccc21,-7%,i,0.8,
O=C(Nc1cccc(S(=O)(=O)N2CCCCC2)c1)c1cncc(Br)c1,1%,i,1.1,
COC(=O)[C@@H]1CC[C@@](C)(c2ccc(OC)cc2)C1(C)C,2%,i,1.7,
O=C(COC(=O)c1ccc(Cl)nc1)NC1CCCCCC1,-6%,i,1.8,
CC1(c2ccccc2)NC(=O)N(CC(=O)Nc2cc3c(cc2Br)OCCO3)C1=O (stereo unspecified),-6%,i,1.4,
COc1ccc([C@H]2/C=C\CN(C(=O)CC(C)(C)C)[C@@H](C)C(=O)N2Cc2ccc(F)cc2)cc1,-5%,i,1.9,
CCN(CC)S(=O)(=O)c1cccc(C(=O)Nc2ccc(S(=O)(=O)NC3=NCCCCC3)cc2)c1,-4%,i,0.7,
CCCN(C(=O)COC(=O)CC1CCCCC1)c1c(N)n(Cc2ccccc2)c(=O)[nH]c1=O,3%,i,0.6,
COc1ccc(C(C(=O)NC2CCCCC2)N(C(=O)c2ccco2)c2ccc(-n3cnnn3)c(C)c2)cc1 (stereo unspecified),-1%,i,0.7,
Cc1cccc(NC(=O)c2cccc(S(=O)(=O)Nc3c(C)n(C)n(-c4ccccc4)c3=O)c2)c1,-7%,i,0.9,
Cc1sc2nc(CN3CCOCC3)nc(N3CCN(S(=O)(=O)c4ccccc4)CC3)c2c1C,-4%,i,0.4,
CC1CCCC(C)N1C(=O)COC(=O)CCC(=O)c1cccs1 (stereo unspecified),-5%,i,0.5,
OCCCn1c(C2CCCN2c2nc(-c3ccc(Cl)cc3)cs2)nc2cc(Cl)c(Cl)cc21 (stereo unspecified),0%,i,3.2,
CC(=O)OCC(=O)C1(O)CCC2C3CC(C)C4=CC(=O)C=CC4(C)C3(F)C(O)CC21C (stereo unspecified),12%,?,nt,
O=C1CC(NS(=O)(=O)c2ccc([N+](=O)[O-])cc2)CN1c1ccc2c(c1)OCCO2 (stereo unspecified),-3%,i,0.2,
CC(C)NC(=O)Nc1ccc2c(c1)C(=O)N([C@H](C)CO)C[C@H](C)[C@@H](CN(C)Cc1ccc(C(F)(F)F)cc1)OCCCC[C@H](C)O2,4%,i,0.2,
CC1=C(C(=O)N2CCOCC2)CC(CC(=O)NCCN2CCOCC2)C(=O)N1CCC1=CCCCC1 (stereo unspecified),2%,i,0.8,
CC1CCCCC1NC(=O)CSc1nnc(-c2ccco2)n1N (stereo unspecified),-7%,i,0.1,
CCN(CC(=O)Nc1c(F)cccc1F)C(=O)C1CCN(C(=O)c2ccc(Cl)cc2)CC1,5%,i,1.3,
C[C@H]1CN([C@@H](C)CO)C(=O)c2cccc(NC(=O)c3nc4ccccc4s3)c2O[C@H]1CN(C)C(=O)Nc1ccc(F)cc1,4%,i,0.2,
O=C(Nc1ccccc1)P(=O)(O)c1ccccc1,2%,i,0.8,
Cc1cc(C(=O)NNC(=O)c2ccccc2O)c(C)o1,-2%,i,0.6,

# Next section.
SMILES,NS5 inhibitors,Myeloid diff 2,Myeloid diff 2 GFP+ MAC1+ %,others
O=C(COC(=O)c1cc(=O)[nH]c2ccccc12)NCc1ccc(F)cc1,-2%,i,0.8,
CC(=O)c1ccc(S(=O)(=O)N2CCN(C(=O)CN3C(=O)NC4(CCCC4)C3=O)CC2)cc1,5%,i,0.5,
O=C(/C=C/c1ccc(O)c(O)c1)O[C@@H]1C[C@](O)(C(=O)O)C[C@@H](O)[C@H]1O,-1%&-18%,i,2.1&3.1,
COc1ccc(-n2c(SCC(=O)Nc3nccs3)nnc2-c2ccc(Cl)cc2)cc1,-4%,i,1.4,
O=C(CN1C(=O)C2CCCCC2C1=O)Nc1cc([N+](=O)[O-])ccc1F (stereo unspecified),-1%,i,0.4,
O=C(NCC(c1ccco1)N1CCCC1)c1ccc(Cl)c(S(=O)(=O)N2CCc3ccccc32)c1 (stereo unspecified),-11%,+,2.7*,
CCN(CC(=O)NCc1cccs1)C(=O)c1ccc(S(=O)(=O)Nc2ccccc2C)cc1,4%,i,1.5,
N#Cc1cc2c(=O)n3ccccc3nc2n(Cc2cccnc2)c1=O,1%,i,0.3,
Cc1ccc(C)c(OCC(=O)NCC2COc3ccccc3O2)c1 (stereo unspecified),43%,i,0.6,
NC(=O)c1cc([N+](=O)[O-])ccc1NCc1ccc(N)cc1,-9%,i,1.9,
O=C(O)c1cc2ccccc2c2c1C(=O)c1ccccc1-2,10%,i,1.2,
O=C(O)c1c(Cl)c(Cl)c(Cl)c(Cl)c1C(=O)OCC1CCCO1 (stereo unspecified),7%,i,1.3,
Cc1ccc(C)c(S(=O)(=O)N(C)c2ccc(OC(=O)C3CCN(C(=O)Nc4ccccc4)CC3)cc2)c1,1%,i,0.8,

# Copied from the results shown for reference:
SMILES,NS5 inhibitors,Myeloid diff 2,Myeloid diff 2 GFP+ MAC1+ %,others
OCCCn1c(C2CCCN2c2nc(-c3ccc(Cl)cc3)cs2)nc2cc(Cl)c(Cl)cc21 (stereo unspecified),0%,i,3.2,
CC(=O)OCC(=O)C1(O)CCC2C3CC(C)C4=CC(=O)C=CC4(C)C3(F)C(O)CC21C (stereo unspecified),12%,?,nt,
O=C1CC(NS(=O)(=O)c2ccc([N+](=O)[O-])cc2)CN1c1ccc2c(c1)OCCO2 (stereo unspecified),-3%,i,0.2,
CC(C)NC(=O)Nc1ccc2c(c1)C(=O)N([C@H](C)CO)C[C@H](C)[C@@H](CN(C)Cc1ccc(C(F)(F)F)cc1)OCCCC[C@H](C)O2,4%,i,0.2,
CC1=C(C(=O)N2CCOCC2)CC(CC(=O)NCCN2CCOCC2)C(=O)N1CCC1=CCCCC1 (stereo unspecified),2%,i,0.8,
CC1CCCCC1NC(=O)CSc1nnc(-c2ccco2)n1N (stereo unspecified),-7%,i,0.1,
CCN(CC(=O)Nc1c(F)cccc1F)C(=O)C1CCN(C(=O)c2ccc(Cl)cc2)CC1,5%,i,1.3,
C[C@H]1CN([C@@H](C)CO)C(=O)c2cccc(NC(=O)c3nc4ccccc4s3)c2O[C@H]1CN(C)C(=O)Nc1ccc(F)cc1,4%,i,0.2,
O=C(Nc1ccccc1)P(=O)(O)c1ccccc1,2%,i,0.8,
Cc1cc(C(=O)NNC(=O)c2ccccc2O)c(C)o1,-2%,i,0.6,
O=C(COC(=O)c1cc(=O)[nH]c2ccccc12)NCc1ccc(F)cc1,-2%,i,0.8,
CC(=O)c1ccc(S(=O)(=O)N2CCN(C(=O)CN3C(=O)NC4(CCCC4)C3=O)CC2)cc1,5%,i,0.5,
O=C(/C=C/c1ccc(O)c(O)c1)O[C@@H]1C[C@](O)(C(=O)O)C[C@@H](O)[C@H]1O,-1%&-18%,i,2.1&3.1,
COc1ccc(-n2c(SCC(=O)Nc3nccs3)nnc2-c2ccc(Cl)cc2)cc1,-4%,i,1.4,
O=C(CN1C(=O)C2CCCCC2C1=O)Nc1cc([N+](=O)[O-])ccc1F (stereo unspecified),-1%,i,0.4,
O=C(NCC(c1ccco1)N1CCCC1)c1ccc(Cl)c(S(=O)(=O)N2CCc3ccccc32)c1 (stereo unspecified),-11%,+,2.7*,
CCN(CC(=O)NCc1cccs1)C(=O)c1ccc(S(=O)(=O)Nc2ccccc2C)cc1,4%,i,1.5,
N#Cc1cc2c(=O)n3ccccc3nc2n(Cc2cccnc2)c1=O,1%,i,0.3,
Cc1ccc(C)c(OCC(=O)NCC2COc3ccccc3O2)c1 (stereo unspecified),43%,i,0.6,
NC(=O)c1cc([N+](=O)[O-])ccc1NCc1ccc(N)cc1,-9%,i,1.9,

# Screening data: PubChem, several laboratories
